Assay outcomes as filed in PubChem.
TCR-CD3 inh – human TCR-CD3 binding inhibition. inhibition, % at 9.4 µM. hit rate 0.37% among 360,000. TAMRA-labeled TCR probe fluorescence, biochemical; in the data active = inhibition above about 19%;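 note: recombinant mutant TCR 2C K166C tagged with TAMRA read by polarization; 0% = receptor in buffer alone and 100% = receptor with positive control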
SIAE inh – inhibitors of human sialic acid acetylesterase SIAE; Q9HAT2; SIAE FP-Rh probe binding, fluorescence polarization; inhibition, % at 9.66 µM; hit rate 0.69% among 370,000; AID 1053197;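 active = inhibition above a cutoff: mean of compounds within the control limits plus 3 SD of those, cut at about 17% in these data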;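 note: 0% = plate median of compound wells and 100% = probe without SIAE protein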
LEDGF integ inh – blocks HIV-1 LEDGF/p75-dependent DNA integration | TR-FRET IN-LEDGF/p75 DNA integration, Eu/Cy5 | inhibition, % at 3.7 µM | hit rate 0.64% among 370,000;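 active = inhibition above the screen-wide mean plus 3 SD, cut at about 13% in these data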;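 note: signal is the Cy5 over europium emission ratio at 671 and 618 nm; 0% = plate median of compound wells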
Tn6 DDE FP – inhibitors of Tn6 peptide binding to human fibrin DD(E); Fibrin DD(E) TRITC-Tn6 fluorescence polarization displacement; inhibition, % at 8.3 µM; hit rate 0.21% among 370,000; AID 720509;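 active = inhibition above a per-campaign cutoff: mean of compounds within control limits plus 3 SD, cut at about 15% in these data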;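 note: 0% = median of all compound wells on the plate and 100% = blocking peptide control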
PRMT1 FP inh – inhibitors of human PRMT1; recombinant PRMT1, activity-based probe fluorescence polarization; inhibition, % at 2.79 µM; hit rate 1.3% among 370,000; AID 652257;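 active = inhibition above about 21% made by adding two undisclosed values, limit read from the data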
MBD2 inh – blocks human MBD2 binding to methylated DNA; inhibition, % at 4.4 µM; Q9UBB5; TR-FRET, MBD2 binding to methylated oligonucleotide; hit rate 0.31% among 370,000; AID 686964; in the data active = inhibition above about 13%
Target sequence (Q9UBB5 whole entry, looked up): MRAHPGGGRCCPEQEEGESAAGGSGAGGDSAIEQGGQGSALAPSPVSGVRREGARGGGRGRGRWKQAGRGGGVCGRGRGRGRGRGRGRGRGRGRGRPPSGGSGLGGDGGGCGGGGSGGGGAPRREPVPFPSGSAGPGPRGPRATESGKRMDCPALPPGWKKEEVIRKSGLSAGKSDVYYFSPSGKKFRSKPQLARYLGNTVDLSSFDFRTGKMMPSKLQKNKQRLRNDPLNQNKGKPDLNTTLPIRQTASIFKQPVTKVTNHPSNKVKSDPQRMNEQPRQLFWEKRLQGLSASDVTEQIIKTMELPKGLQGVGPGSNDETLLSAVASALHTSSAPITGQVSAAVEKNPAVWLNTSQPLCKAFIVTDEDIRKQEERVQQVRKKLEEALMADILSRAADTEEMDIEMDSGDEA
Tn7 DDE FP – DD(E)-Tn7 binding inhibition, primary FP screen | P02675 | FP displacement of FITC-Tn7 peptide from fibrin DD(E); 0% = median of compound wells per plate | inhibition, % at 8.3 µM | hit rate 0.13% among 370,000;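 active = inhibition above the mean of compounds falling within the control limits plus 3 SD of them, cut at about 14% in these data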;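 note: 0% = plate median of compound wells and 100% = 10 µM Aha-Tn7 peptide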
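Assay system: human fibrin DD(E) protein / Input: 2 µM fibrin DD(E) / Benchmarks: high control of 10 µM Aha-Tn7 peptide / Measured by: fluorescence polarization of the labelled Tn7 tracer / Medium: Tris buffer with calcium and detergent, pH 7.8 / Timing: 10 min compound pre-incubation, 3 h probe incubation at room temperature / Repeats: one replicate per compound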
proKLK7 act – proKLK7 (human) activation, primary screen; activation, % at 7 µM; hit rate 0.9% among 370,000; purified proKLK7, EDANS-DABCYL substrate fluorescence; 100% is mature enzyme control, 0% vehicle;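 active = activation above the mean of all tested compounds plus 3 SD, computed per campaign excluding outliers beyond control limits, cut at about 13% in these data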
Target sequence (P49862 whole entry, looked up): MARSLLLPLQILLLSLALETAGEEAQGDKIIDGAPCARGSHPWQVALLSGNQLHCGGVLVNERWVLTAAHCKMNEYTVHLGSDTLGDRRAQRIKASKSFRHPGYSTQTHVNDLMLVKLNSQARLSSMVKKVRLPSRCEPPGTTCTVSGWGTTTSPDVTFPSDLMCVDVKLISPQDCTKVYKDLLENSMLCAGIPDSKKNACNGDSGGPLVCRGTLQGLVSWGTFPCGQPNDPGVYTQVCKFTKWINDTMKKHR
TDP2 absorb – TDP2 (human) inhibition, absorbance primary screen; O95551; recombinant TDP2, T5PNP hydrolysis, p-nitrophenol absorbance 415 nm; inhibition, % at 12.8 µM; hit rate 0.34% among 370,000;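 active = inhibition above the mean of all tested compounds plus 3 SD, set per campaign, cut at about 25% in these data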;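 note: 0% = DMSO with enzyme and 100% = buffer with substrate but no TDP2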
Target sequence (O95551 whole entry, looked up): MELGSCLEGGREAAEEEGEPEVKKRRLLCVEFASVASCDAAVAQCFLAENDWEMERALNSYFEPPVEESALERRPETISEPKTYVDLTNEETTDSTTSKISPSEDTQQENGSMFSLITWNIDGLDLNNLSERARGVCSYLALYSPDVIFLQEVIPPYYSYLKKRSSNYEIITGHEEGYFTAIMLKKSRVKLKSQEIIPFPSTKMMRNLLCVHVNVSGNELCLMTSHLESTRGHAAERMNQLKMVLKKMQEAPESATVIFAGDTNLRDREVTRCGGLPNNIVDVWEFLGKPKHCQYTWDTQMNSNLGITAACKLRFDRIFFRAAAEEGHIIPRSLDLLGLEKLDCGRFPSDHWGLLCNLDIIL
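Read-out basis: percent inhibition. System: recombinant human TDP2. Buffer or medium: Mg2+-containing Tris-HCl buffer, pH 7.5. Repeats: single replicate. Timing: reaction 2 h, 37 °C. Benchmarks: high control without enzyme, low control DMSO plus TDP2. Probe or stimulus: 5 mM T5PNP. Doses: 12.8 µM only. Measured by: epi absorbance of p-nitrophenol freed from T5PNP by hydrolysis.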
UHRF1 binding – human UHRF1 methylated DNA binding inhibitors | hit rate 0.75% among 370,000 | inhibition, % at 4.4 µM | Q96T88 | UHRF1 binding to methylated oligo, TR-FRET | AID 687016; in the data active = inhibition above about 21%;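 note: UHRF1 SRA domain binding a hemimethylated CpG hairpin DNA probe; 0% = median of test compound wells and 100% = reference inhibitor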
Starred values were filed as active, the others as inactive.

`COC(=O)C1=C(c2ccc(OC)c(OC)c2)C[C@@H]2CC[C@H]1N2C(=O)N1CCC(O)CC1` gave TCR-CD3 inh 5, SIAE inh 7, LEDGF integ inh 1, Tn6 DDE FP -1, PRMT1 FP inh -4, MBD2 inh -7, Tn7 DDE FP 7, proKLK7 act 0.6, TDP2 absorb 1 and UHRF1 binding 1.
`COC(=O)C1=C(c2ccc(S(C)(=O)=O)cc2)C[C@@H]2CC[C@H]1N2C(=O)N1CCC(C)CC1` gave TCR-CD3 inh -7, SIAE inh 3, LEDGF integ inh -2, Tn6 DDE FP -5, PRMT1 FP inh 3, MBD2 inh 4, Tn7 DDE FP 6, proKLK7 act 0.1, TDP2 absorb -1 and UHRF1 binding 2.
`C=CCOC(=O)C1=C(C)OC(N)=C(C#N)[C@@]12C(=O)N(CC(N)=O)c1ccccc12` gave TCR-CD3 inh 0, SIAE inh 0, LEDGF integ inh 5, Tn6 DDE FP -8, PRMT1 FP inh 1, MBD2 inh 7, Tn7 DDE FP 8, proKLK7 act 0.2, TDP2 absorb 0 and UHRF1 binding 4.
N#CCCC#N was read as TCR-CD3 inh 11, SIAE inh 5, LEDGF integ inh 0, Tn6 DDE FP 1, PRMT1 FP inh -2, MBD2 inh -4, Tn7 DDE FP -7, proKLK7 act -0.6, TDP2 absorb 2 and UHRF1 binding 0.
`COc1cc2c(cc1OC)CC[N+](C)=C2` gave TCR-CD3 inh 5, SIAE inh 8, LEDGF integ inh 5, Tn6 DDE FP 3, PRMT1 FP inh -2, MBD2 inh -1, Tn7 DDE FP -3, proKLK7 act 43*, TDP2 absorb -11 and UHRF1 binding -1.
`O=C1NC(=O)C(=Cc2ccccc2[N+](=O)[O-])C(=O)N1` gave TCR-CD3 inh -1, SIAE inh 2, LEDGF integ inh 0, Tn6 DDE FP -4, PRMT1 FP inh 14, MBD2 inh -4, Tn7 DDE FP -2, proKLK7 act 1.5, TDP2 absorb 6 and UHRF1 binding -8.
For Cc1[nH]c2ccc(O)cc2c1CCN the results were TCR-CD3 inh 6, SIAE inh 3, LEDGF integ inh -2, Tn6 DDE FP 5, PRMT1 FP inh 2, MBD2 inh -8, Tn7 DDE FP 2, proKLK7 act 0.1, TDP2 absorb 5 and UHRF1 binding -2.
`CCOC(=O)[C@]12Cc3cc(OC)ccc3[C@H]1N(Cc1ccccc1)C(=O)c1cc(OC)ccc12` gave TCR-CD3 inh 8, SIAE inh -8, LEDGF integ inh 1, Tn6 DDE FP -1, PRMT1 FP inh -2, MBD2 inh -1, Tn7 DDE FP -9, proKLK7 act 0.2, TDP2 absorb -7 and UHRF1 binding 1.
`Cc1oc(-c2ccc(F)cc2F)nc1CN1C[C@@H]2C[C@@H](C1)c1cccc(=O)n1C2` gave TCR-CD3 inh 0, SIAE inh 5, LEDGF integ inh 3, Tn6 DDE FP 0, PRMT1 FP inh -1, MBD2 inh -2, Tn7 DDE FP -5, proKLK7 act -0.4, TDP2 absorb 8 and UHRF1 binding 0.
For CN(C)CCCN=Cc1c(O)n(CCc2ccccc2)c(=O)[nH]c1=O the results were TCR-CD3 inh 2, SIAE inh 12, LEDGF integ inh 1, Tn6 DDE FP 1, PRMT1 FP inh -3, MBD2 inh -8, Tn7 DDE FP 8, proKLK7 act -0.1, TDP2 absorb 3 and UHRF1 binding 0.
`O=C1NC(=O)N(Cc2ccc(F)cc2)C(=O)/C1=C\c1ccoc1` gave TCR-CD3 inh -10, SIAE inh -26, LEDGF integ inh 13, Tn6 DDE FP 3, PRMT1 FP inh -15, MBD2 inh -3, Tn7 DDE FP -25, proKLK7 act -0.8, TDP2 absorb 0 and UHRF1 binding 8.
COc1ccc(-n2nnnc2C(c2ccnc3ccccc23)N2CCC3(CC2)C(=O)NCN3c2ccccc2)cc1 (centres undefined) was read as TCR-CD3 inh 0, SIAE inh -3, LEDGF integ inh 3, Tn6 DDE FP 3, PRMT1 FP inh -1, MBD2 inh -2, Tn7 DDE FP 3, proKLK7 act -0.5, TDP2 absorb -2 and UHRF1 binding -1.
`NP(=O)(OCCCc1ccccc1)Oc1ccccc1Cl` (centres undefined) gave TCR-CD3 inh 8, SIAE inh 57*, LEDGF integ inh 1, Tn6 DDE FP 3, PRMT1 FP inh -1, MBD2 inh -4, Tn7 DDE FP -6, proKLK7 act 0.7, TDP2 absorb 2 and UHRF1 binding 1.
[N-]=[N+]=CC(=O)OC[C@H](N)C(=O)O was read as TCR-CD3 inh -12, SIAE inh 0, LEDGF integ inh -3, Tn6 DDE FP -12, PRMT1 FP inh 7, MBD2 inh -4, Tn7 DDE FP -3, proKLK7 act 0.6, TDP2 absorb 4 and UHRF1 binding -1.
CC(C(=O)c1c[nH]c2ccccc12)N1CCN(C(=O)c2ccco2)CC1 (centres undefined) was read as TCR-CD3 inh 1, SIAE inh -3, LEDGF integ inh -3, Tn6 DDE FP 3, PRMT1 FP inh -3, MBD2 inh 3, Tn7 DDE FP -6, proKLK7 act 0.0, TDP2 absorb 3 and UHRF1 binding -4.
`C[C@H](CO)N1C[C@H](C)[C@H](CN(C)C(=O)Oc2cccc3ccccc23)OCc2cnnn2CCCC1=O` gave TCR-CD3 inh -7, SIAE inh -7, LEDGF integ inh 5, Tn6 DDE FP 1, PRMT1 FP inh -3, MBD2 inh 1, Tn7 DDE FP -9, proKLK7 act 0.0, TDP2 absorb -3 and UHRF1 binding 3.
`COCCCN1CCN(c2nnc3n2-c2sc(Br)cc2C(c2ccccc2Cl)=NC3)CC1` gave TCR-CD3 inh -1, SIAE inh 2, LEDGF integ inh -3, Tn6 DDE FP 1, PRMT1 FP inh -2, MBD2 inh 1, Tn7 DDE FP -7, proKLK7 act 0.6, TDP2 absorb -4 and UHRF1 binding -1.
C=CCn1c(O)c(C(C)=NCc2ccco2)c(=O)[nH]c1=O was read as TCR-CD3 inh 3, SIAE inh -2, LEDGF integ inh -1, Tn6 DDE FP 7, PRMT1 FP inh -1, MBD2 inh 1, Tn7 DDE FP -2, proKLK7 act 0.4, TDP2 absorb 9 and UHRF1 binding -3.
`Cc1ccccc1CN1CCCN(Cc2ccc(Cl)cc2)S1(=O)=O` gave TCR-CD3 inh -5, SIAE inh 3, LEDGF integ inh 0, Tn6 DDE FP -2, PRMT1 FP inh -1, MBD2 inh 1, Tn7 DDE FP 3, proKLK7 act 0.3, TDP2 absorb -3 and UHRF1 binding -1.
`Cc1ccc(C)c(Cn2c(C(=O)O)c(C=O)c3ccccc32)c1` gave TCR-CD3 inh -1, SIAE inh -5, LEDGF integ inh 9, Tn6 DDE FP -2, PRMT1 FP inh -9, MBD2 inh 1, Tn7 DDE FP -6, proKLK7 act 0.6, TDP2 absorb -15 and UHRF1 binding 1.
For CN(C)C(Cc1ccccc1)C(=O)c1ccc(-c2ccccc2)cc1 (centres undefined) the results were TCR-CD3 inh -10, SIAE inh 3, LEDGF integ inh 1, Tn6 DDE FP 1, PRMT1 FP inh 0, MBD2 inh 1, Tn7 DDE FP 6, proKLK7 act -0.2, TDP2 absorb 1 and UHRF1 binding 2.
`CCN1CCN(C(=O)Cc2ccccc2OC)CC1` gave TCR-CD3 inh 2, SIAE inh -6, LEDGF integ inh 4, Tn6 DDE FP 0, PRMT1 FP inh -3, MBD2 inh 0, Tn7 DDE FP -6, proKLK7 act -0.6, TDP2 absorb 9 and UHRF1 binding -1.
`O=c1[nH]c(O)c(/C=C2\C=Nc3ccc(OCc4ccccc4)cc32)c(=O)[nH]1` gave TCR-CD3 inh 0, SIAE inh -34, LEDGF integ inh 0, Tn6 DDE FP 6, PRMT1 FP inh 13, MBD2 inh -2, Tn7 DDE FP 7, proKLK7 act -0.3, TDP2 absorb 2 and UHRF1 binding -2.
Screening Cc1ccc2[nH]c(C)c(CCNCc3ccco3)c2c1 returned TCR-CD3 inh 3, SIAE inh 4, LEDGF integ inh -6, Tn6 DDE FP 3, PRMT1 FP inh 4, MBD2 inh 5, Tn7 DDE FP -3, proKLK7 act -0.4, TDP2 absorb -8 and UHRF1 binding 5.
`CN1C2CCC1CC(OC(=O)c1ccc(Cl)cc1)C2` (centres undefined) gave TCR-CD3 inh -5, SIAE inh -3, LEDGF integ inh 7, Tn6 DDE FP 0, PRMT1 FP inh -4, MBD2 inh -6, Tn7 DDE FP -4, proKLK7 act -0.5, TDP2 absorb 0 and UHRF1 binding 0.
`COc1ccccc1CN1CCCC(C(=O)c2ccccc2SC)C1` (centres undefined) gave TCR-CD3 inh 6, SIAE inh 5, LEDGF integ inh 2, Tn6 DDE FP 10, PRMT1 FP inh -2, MBD2 inh -3, Tn7 DDE FP -3, proKLK7 act -0.4, TDP2 absorb -18 and UHRF1 binding -2.
`CC1(C)Cc2c(C#N)c(N3CCNCC3)nc(-c3ccco3)c2CS1` gave TCR-CD3 inh -7, SIAE inh 2, LEDGF integ inh -2, Tn6 DDE FP 2, PRMT1 FP inh 4, MBD2 inh -3, Tn7 DDE FP -3, proKLK7 act -6.9, TDP2 absorb 4 and UHRF1 binding -5.
`Cc1cc(O)c(CN2CC=C(c3ccccc3)CC2)cc1C(C)C` gave TCR-CD3 inh 5, SIAE inh 10, LEDGF integ inh 4, Tn6 DDE FP 3, PRMT1 FP inh 2, MBD2 inh 1, Tn7 DDE FP -1, proKLK7 act -0.3, TDP2 absorb 10 and UHRF1 binding -1.
COc1ccc(-n2nc(C(=O)NCC(=O)N3CCC4(CC3)OCCO4)c3ccccc3c2=O)cc1Cl was read as TCR-CD3 inh 1, SIAE inh -1, LEDGF integ inh -5, Tn6 DDE FP 2, PRMT1 FP inh 8, MBD2 inh 0, Tn7 DDE FP -6, proKLK7 act 1.1, TDP2 absorb -15 and UHRF1 binding -1.
Screening COc1cccc2c1cc([N+](=O)[O-])c1c(C(=O)O)cc3c(c12)OCO3 returned TCR-CD3 inh 9, SIAE inh -3, LEDGF integ inh 4, Tn6 DDE FP -4, PRMT1 FP inh 0, MBD2 inh -6, Tn7 DDE FP -13, proKLK7 act -0.1, TDP2 absorb -3 and UHRF1 binding -4.
Screening O=C(c1ccccc1F)c1cn(Cc2ccc(F)cc2)c2ccccc12 returned TCR-CD3 inh -6, SIAE inh -5, LEDGF integ inh 4, Tn6 DDE FP 1, PRMT1 FP inh -1, MBD2 inh 5, Tn7 DDE FP -6, proKLK7 act -0.5, TDP2 absorb -6 and UHRF1 binding -1.
Screening CCCCCCC(=O)N/N=C/c1c(O)n(C2CC2)c(=S)[nH]c1=O returned TCR-CD3 inh -5, SIAE inh -1, LEDGF integ inh 0, Tn6 DDE FP -4, PRMT1 FP inh -3, MBD2 inh -5, Tn7 DDE FP 0, proKLK7 act 0.3, TDP2 absorb -16 and UHRF1 binding 0.

Not all compounds are listed (hit frequency here may not be typical).
